Source: PubChem (National Center for Advancing Translational Sciences (NCATS))
B2AR arrestin – qHTS assay of beta-arrestin-biased ligands of beta2-adrenergic receptor; hit rate 0.02% among 330,000; AID 492947, 2010; Potency, µM (highest dose often 46.1 µM), for the others: top-dose activation, actives largely listed as activators; Beta-2 adrenergic receptor (Homo sapiens), P07550; beta-arrestin recruitment to beta2AR, cell-based reporter;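 also: potency is read from the fitted curve at half-maximal effect; 0% = DMSO controls and full agonism = EC100 isoproterenol or metaproterenol; nearly all actives have a fitted effect of over 65% in size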
p53 reactivator – qHTS assay for re-activators of p53 using a Luc reporter. H1299 p53-A138V BP100-luciferase reporter, luminescence, 24 h. Potency, µM (titrated, usually from 92.2 µM), inactives show top-dose activity change, positive = activation, hits mostly activators. hit rate 0.063% among 320,000; also: potency is read from the fitted curve at half-maximal effect; % of control where 0% means no effect; nearly all actives have a fitted effect of over 45% in size
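p53-null H1299 cells stably carrying temperature-sensitive p53-A138V and a BP100-luciferase reporter were pinned with compounds (4-point, 1:5 series) and held 24 hrs at 37 deg C. Luminescence was read 10 min after detection reagent.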
ELG1 DNA repair – qHTS screen for small molecules that inhibit ELG1-dependent DNA repair in human embryonic kidney (HEK293T) cells expressing luciferase-tagged ELG1 | HEK293T ELG1-luciferase reporter, luminescence, 16 h; DNA damage induced by 5-fluorouridine | Potency, µM (titrated, usually from 46.1 µM), for the others: at the highest dose activity change, negative = inhibition, actives largely listed as inhibitors | hit rate 2.3% among 330,000 | AID 504467, 2011; also: potency is read from the fitted curve at half-maximal effect; % is scaled to controls: 0 for no effect and ±100 for the full control effect; nearly all actives have a fitted effect of over 55% in size
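Cells (2,000 per well) received 5-fluorouridine plus test compound or DMSO and were incubated 16 hr at 37 °C, 5% CO2. Luciferase activity was read by luminescence 30 min after ONE-Glo addition; signal suppression marked inhibition of damage-induced ELG1 function.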
AT treatment – qHTS Assay for Identifying a Potential Treatment of Ataxia-Telangiectasia; Potency, µM (doses to about 57.5 µM), inactives show at the highest dose activation, hits mostly activators; […] A-T fibroblasts, KAP-1 phosphorylation AlphaLISA; neocarzinostatin DNA damage 30 min before lysis; hit rate 0.19% among 320,000; also: potency is read from the fitted curve at half-maximal effect; % of control where 0% means no effect; nearly all actives have a fitted effect of over 45% in size
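ATM-like activity read as KAP-1 phosphorylation via AlphaLISA donor/acceptor antibody pairs after lysis and 6 hr at 25C. Cells were ATM-null patient fibroblasts ([…], hTERT), dosed 60 min, then exposed to the DSB inducer NCS for 30 min.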
CXXC DNA block – qHTS Fluorescence Polarization Assay for Inhibitors of MLL CXXC domain - DNA interaction | Histone-lysine N-methyltransferase 2A (Homo sapiens), Q03164 | MLL-CXXC / FITC-HOXA9 DNA fluorescence polarization | Potency, µM (series often up to 115 µM), without a hit: at the highest dose activity change, negative = inhibition, hits mostly inhibitors | hit rate 0.037% among 290,000; active = well fitted inhibition curve with a large enough effect in the polarisation, with a control signal flat, not every such curve was filed as active; inconclusive = small, poorly fitted or top-dose-only effect, or effect the other way, or a change in a side signal; inactive = no such curve, though single readings can be large or run the other way; the % refers to the polarisation; also: potency is read from the fitted curve at half-maximal effect
Target sequence (Q03164 whole entry, looked up, the tested form may be a part): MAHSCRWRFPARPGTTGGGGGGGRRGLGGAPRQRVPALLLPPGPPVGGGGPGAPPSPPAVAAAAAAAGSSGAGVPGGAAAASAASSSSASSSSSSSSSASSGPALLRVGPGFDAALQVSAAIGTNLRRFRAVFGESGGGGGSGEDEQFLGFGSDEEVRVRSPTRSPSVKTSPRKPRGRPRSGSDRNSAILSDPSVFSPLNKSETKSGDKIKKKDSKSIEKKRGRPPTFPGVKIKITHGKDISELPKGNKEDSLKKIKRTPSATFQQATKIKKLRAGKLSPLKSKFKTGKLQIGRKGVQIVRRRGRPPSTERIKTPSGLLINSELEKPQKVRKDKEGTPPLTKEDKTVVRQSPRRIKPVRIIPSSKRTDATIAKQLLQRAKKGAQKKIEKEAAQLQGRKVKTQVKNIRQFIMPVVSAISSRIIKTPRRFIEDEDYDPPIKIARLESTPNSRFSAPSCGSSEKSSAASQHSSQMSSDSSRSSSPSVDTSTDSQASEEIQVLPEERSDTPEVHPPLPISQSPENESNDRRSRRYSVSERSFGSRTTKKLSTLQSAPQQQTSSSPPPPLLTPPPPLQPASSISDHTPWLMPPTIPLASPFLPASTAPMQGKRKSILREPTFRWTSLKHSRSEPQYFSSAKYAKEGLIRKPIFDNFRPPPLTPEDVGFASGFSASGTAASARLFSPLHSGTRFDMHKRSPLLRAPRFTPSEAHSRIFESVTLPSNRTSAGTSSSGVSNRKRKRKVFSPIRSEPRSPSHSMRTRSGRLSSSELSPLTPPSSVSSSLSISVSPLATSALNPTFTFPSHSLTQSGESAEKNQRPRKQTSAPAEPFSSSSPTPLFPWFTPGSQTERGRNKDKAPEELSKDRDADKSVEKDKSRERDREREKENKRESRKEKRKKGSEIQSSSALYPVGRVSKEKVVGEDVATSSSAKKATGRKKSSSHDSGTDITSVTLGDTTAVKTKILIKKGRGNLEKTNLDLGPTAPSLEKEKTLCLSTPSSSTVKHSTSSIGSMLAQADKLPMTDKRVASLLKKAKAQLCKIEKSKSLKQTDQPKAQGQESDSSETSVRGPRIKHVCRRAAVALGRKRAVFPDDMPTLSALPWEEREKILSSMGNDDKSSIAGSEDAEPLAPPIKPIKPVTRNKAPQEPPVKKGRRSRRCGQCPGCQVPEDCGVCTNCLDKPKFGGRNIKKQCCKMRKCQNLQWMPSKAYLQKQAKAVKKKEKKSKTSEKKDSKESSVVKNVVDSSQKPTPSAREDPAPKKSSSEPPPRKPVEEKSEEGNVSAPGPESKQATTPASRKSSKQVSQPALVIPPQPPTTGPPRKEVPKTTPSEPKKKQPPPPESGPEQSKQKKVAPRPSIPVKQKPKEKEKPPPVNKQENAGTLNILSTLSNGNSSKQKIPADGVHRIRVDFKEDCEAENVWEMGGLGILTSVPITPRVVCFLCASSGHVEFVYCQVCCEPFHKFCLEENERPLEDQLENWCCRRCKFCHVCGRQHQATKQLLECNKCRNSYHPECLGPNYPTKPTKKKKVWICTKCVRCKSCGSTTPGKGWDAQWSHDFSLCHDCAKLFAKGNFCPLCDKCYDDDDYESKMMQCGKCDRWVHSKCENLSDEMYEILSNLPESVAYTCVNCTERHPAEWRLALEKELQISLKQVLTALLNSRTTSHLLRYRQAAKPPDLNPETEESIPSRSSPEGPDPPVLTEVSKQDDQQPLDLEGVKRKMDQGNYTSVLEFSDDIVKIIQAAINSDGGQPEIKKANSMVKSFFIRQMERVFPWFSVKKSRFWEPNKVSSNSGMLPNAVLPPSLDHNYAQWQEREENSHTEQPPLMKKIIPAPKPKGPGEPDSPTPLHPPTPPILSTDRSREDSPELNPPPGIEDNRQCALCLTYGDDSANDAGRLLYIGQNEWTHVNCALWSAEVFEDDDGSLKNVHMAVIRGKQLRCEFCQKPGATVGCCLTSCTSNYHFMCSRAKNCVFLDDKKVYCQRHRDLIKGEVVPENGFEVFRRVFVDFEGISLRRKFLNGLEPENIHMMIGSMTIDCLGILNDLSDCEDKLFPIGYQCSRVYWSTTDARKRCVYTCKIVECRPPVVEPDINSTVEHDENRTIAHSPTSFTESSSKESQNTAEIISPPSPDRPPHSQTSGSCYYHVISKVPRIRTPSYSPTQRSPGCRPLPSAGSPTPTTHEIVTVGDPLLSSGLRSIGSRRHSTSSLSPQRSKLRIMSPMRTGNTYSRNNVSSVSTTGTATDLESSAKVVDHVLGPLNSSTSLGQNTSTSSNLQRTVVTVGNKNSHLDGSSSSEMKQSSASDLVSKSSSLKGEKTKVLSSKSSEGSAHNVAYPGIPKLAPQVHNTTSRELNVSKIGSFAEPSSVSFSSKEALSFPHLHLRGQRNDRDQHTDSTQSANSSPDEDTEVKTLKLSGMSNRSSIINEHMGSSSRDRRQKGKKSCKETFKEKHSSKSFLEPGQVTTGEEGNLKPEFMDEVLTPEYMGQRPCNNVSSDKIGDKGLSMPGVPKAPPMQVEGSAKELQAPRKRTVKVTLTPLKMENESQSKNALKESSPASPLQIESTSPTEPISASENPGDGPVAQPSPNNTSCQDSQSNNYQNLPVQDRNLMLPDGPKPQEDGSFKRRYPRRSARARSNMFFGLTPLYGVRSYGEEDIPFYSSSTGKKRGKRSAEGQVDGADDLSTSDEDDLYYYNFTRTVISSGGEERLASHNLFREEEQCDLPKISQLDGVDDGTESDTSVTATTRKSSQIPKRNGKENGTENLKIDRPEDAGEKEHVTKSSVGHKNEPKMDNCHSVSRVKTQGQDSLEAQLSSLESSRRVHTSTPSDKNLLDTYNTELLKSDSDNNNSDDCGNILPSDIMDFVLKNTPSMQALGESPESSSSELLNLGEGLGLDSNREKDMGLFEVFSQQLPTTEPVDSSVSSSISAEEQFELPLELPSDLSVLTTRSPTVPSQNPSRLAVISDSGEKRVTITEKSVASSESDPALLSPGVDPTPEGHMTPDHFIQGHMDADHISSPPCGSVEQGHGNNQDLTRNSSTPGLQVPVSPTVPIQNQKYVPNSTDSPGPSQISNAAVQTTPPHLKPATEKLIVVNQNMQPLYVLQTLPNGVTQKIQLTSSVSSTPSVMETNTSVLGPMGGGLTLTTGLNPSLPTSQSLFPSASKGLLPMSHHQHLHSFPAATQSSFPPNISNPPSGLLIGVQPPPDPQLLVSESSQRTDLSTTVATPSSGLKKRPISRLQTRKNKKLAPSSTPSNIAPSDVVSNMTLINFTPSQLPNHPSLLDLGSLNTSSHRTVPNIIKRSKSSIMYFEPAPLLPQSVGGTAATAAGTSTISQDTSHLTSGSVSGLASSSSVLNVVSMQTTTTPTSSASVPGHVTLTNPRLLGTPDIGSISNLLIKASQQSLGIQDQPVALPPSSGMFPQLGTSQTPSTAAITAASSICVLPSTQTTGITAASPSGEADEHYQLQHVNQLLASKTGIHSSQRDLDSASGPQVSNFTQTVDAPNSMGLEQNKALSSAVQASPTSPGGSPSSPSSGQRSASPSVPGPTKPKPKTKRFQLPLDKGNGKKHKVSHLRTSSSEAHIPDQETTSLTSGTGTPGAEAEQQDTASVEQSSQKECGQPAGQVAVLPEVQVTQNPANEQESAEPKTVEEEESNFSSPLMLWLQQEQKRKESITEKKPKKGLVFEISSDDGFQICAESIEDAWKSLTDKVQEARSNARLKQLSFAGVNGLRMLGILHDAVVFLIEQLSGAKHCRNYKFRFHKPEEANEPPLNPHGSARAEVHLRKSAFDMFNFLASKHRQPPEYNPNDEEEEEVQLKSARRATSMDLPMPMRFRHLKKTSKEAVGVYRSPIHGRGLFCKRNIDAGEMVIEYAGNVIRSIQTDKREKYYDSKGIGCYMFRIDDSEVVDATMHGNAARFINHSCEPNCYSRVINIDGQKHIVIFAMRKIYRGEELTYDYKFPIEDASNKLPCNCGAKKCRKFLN
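Fluorescence polarization: 7 uM MLL-CXXC (stock) preincubated 5 min with compounds, then 50 nM fluorescein-HOX-A9 DNA (stock) added; 30 min ambient. Buffer 50 mM Tris-HCl pH 7.5, 50 mM NaCl, 1 mM DTT, 0.05% BSA.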
TRPV1 agonist – HTS Assay for Compounds that Act as Agonists of the Vanilloid Receptor 1 | Transient receptor potential cation channel subfamily V member 1 (Homo sapiens), Q8NER1 | TRPV1-expressing cells, Fluo-8 calcium influx, agonist mode | activation, % at 8.33 µM | hit rate 0.19% among 320,000 | AID 540275, 2011; in the data active = activation above about 80%; inconclusive = between about 30% and that limit; also: 0% is about no effect
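Cells expressing TRPV1 were dye-loaded with Fluo-8 and read kinetically: 10 s baseline, 3 min after compound (agonist portion), then 2 min after EC20 capsaicin (allosteric enhancer portion). Calcium-bound dye fluorescence at 480/520 nm.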
TSG101-PTAP inh – qHTS Assay for Iinhibitors of HIV-1 Budding by Blocking the Interaction of PTAP/TSG101; Potency, µM (doses to about 115 µM), for the others: at the top dose activity change, negative = inhibition, actives largely listed as inhibitors; 340,000 tested, under 10 active; Fluorescence polarization, FITC-PTAP peptide / Tsg101 binding; Tumor susceptibility gene 101 protein (Homo sapiens), Q99816; active = well fitted inhibition curve with a large enough effect in the main read-out, with a control signal flat, not every such curve was filed as active; inconclusive = small, poorly fitted or top-dose-only effect, or effect the other way, or a change in a side signal; inactive = no such curve, though single readings can be large or run the other way; also: potency is read from the fitted curve at half-maximal effect; % of control where 0% means no effect
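Tsg101 binding domain (10 uM final) was mixed with compound and a FITC-labeled PTAP peptide (50 nM final) in HEPES pH 7.5 buffer with NaCl, Tween 20, EDTA and TCEP; fluorescence polarization was read after 20 min at r.t.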
BRCA1 expr up – qHTS Assay to Identify Small Molecule Activators of BRCA1 Expression | MCF7-BRCA1-FFLuc reporter, luminescence, 48 h; response scale: scaled: vehicle 0%, 10 µM genistein 100% | Potency, µM (doses to about 46.1 µM), without a hit: at the highest dose activation, actives largely listed as activators | hit rate 1.1% among 380,000; also: potency is read from the fitted curve at half-maximal effect; nearly all actives have a fitted effect of over 80% in size; some results filed as inactive show a strong effect at the top dose
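Luminescence from a BRCA1-driven firefly luciferase in MCF7 cells was the read-out, taken 15 min after substrate addition following 48 h compound exposure at 37 °C. Data were normalized to a 10 microM genistein control and DMSO vehicle.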
Integrin act MD – qHTS for Activators of Integrin-Mediated Alleviation for Muscular Dystrophy. AID 624291, 2012. alpha7betagal myoblasts, beta-gal FDG fluorescence, 48 h. Potency, µM (top dose mostly 38.3 µM), for the others: at the top dose activation, hits mostly activators. hit rate 0.064% among 350,000;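 also: potency is read from the fitted curve at half-maximal effect; 100% = response of the positive control SU9516; nearly all actives have a fitted effect of over 60% in size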
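Alpha7betagal+/- myoblasts (passage 13) were plated 16-24 hr, then exposed to compounds (1:260 dilution of DMSO stock) for 48 hours at 37C. After MPER lysis, β-galactosidase reporter activity was read as FDG fluorescence (ex 480/em 540) after 30 minutes.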
TCR act – Activators of T cell receptors: qHTS campaign; primary human leukocytes, anti-CD3, IL-2 HTRF, 48 h; Potency, µM (doses to about 9.22 µM), inactives show top-dose activation of IL-2 secretion, actives largely listed as activators; 330,000 tested, under 10 active; AID 504894, 2011; also: % of control where 0% means no effect
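HTRF read-out of IL-2 secretion: europium cryptate donor excited at 320nm, d2 acceptor emission at 665nm. Cells were primary human leukocytes incubated 48 hr with compounds and a-CD3 beads, supplying TCR signal only.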
The depositor's hits bear a star; u = inconclusive; x = no result given; [ ] = dose if it differs, or a comment. Unless noted, calls follow the shape of the dose curve; as a rule, active = well fitted curve in the direction sought with a large enough effect; inconclusive = small, poorly fitted or top-dose-only effect, or another doubt; inactive = no such curve, though single readings can be large; an effect the other way counts as inactive or inconclusive. Random draw from the library. Share with any hit: about 3.8%.

SMILES	B2AR arrestin	p53 reactivator	ELG1 DNA repair	AT treatment	CXXC DNA block	TRPV1 agonist	TSG101-PTAP inh	BRCA1 expr up	Integrin act MD	TCR act
COc1cccc(NC(=O)CCc2nnc3ccc(N4CCN(c5cccc(OC)c5)CC4)nn23)c1	0.4%	-1.4%	4.2%	8.9%	-4.2%	-1.6	-0.7%	-8.1%	-19.8%	-2.2%
CSc1ccccc1NC(=O)CN1c2ccccc2CC1C (stereo unspecified)	-0.3%	-4.3%	-9.8%	-7.0%	4.4%	19.5	-6.4%	-25.4%	0.0%	-2.9%
N=C1C(c2nc3ccccc3s2)=C(O)CN1NC(=O)c1c[nH]c2ccccc12	-0.3%	8.8%	29.6%	0.7%	-5.7%	-3.3	0.5%	-3.9%	-7.8%	11.2%
CC(=O)c1c(C)n([O-])c2ccc(C)cc2[n+]1=O	0.1%	-2.6%	7.2%	0.3%	-3.8%	7.0	-2.5%	-43.9%	6.3%	-12.6%
Cc1cccc(NC(=S)NNC(=O)c2csc(C)c2)c1	-0.2%	u	u	0.8%	-10.3%	-0.8	-1.5%	26.2%	15.1%	3.7%[46.1 µM]
COc1cc(/C=C2\SC(=O)N(Cc3ccc(F)cc3)C2=O)cc([N+](=O)[O-])c1O	-0.3%	-1.5%	u	-0.9%	0.0%	-2.1	-7.5%	9.4%	-24.3%	-6.3%
COc1ccc(-n2c(SCC(=O)Nc3ccc(C(N)=O)cc3)nc3ccccc3c2=O)cc1OC	-1.2%	-4.3%	u	2.3%	-6.1%	6.8	-10.1%	-53.8%	15.7%	1.4%
c1ccc(COC(CN2CCCCCC2)CN2CCCCCC2)cc1	-0.2%	0.2%	u	-12.2%	0.7%	2.1	-1.1%	-26.1%	-47.7%[inhibitor]	2.6%
Cc1n[nH]c(=O)c2c(NC(=O)CSc3nncs3)oc(C)c12	-1.7%	-1.0%	10.1%	0.2%	x	2.0	-2.4%	-0.1%	-10.2%	-1.7%
CCOc1ccccc1Nc1cc2n(c(=O)n1)CCc1cc(OC)c(OC)cc1-2	3.8%	-5.3%	-17.7%	u	3.3%	6.4	-1.3%	-33.1%	u	2.2%
Cc1csc(SCC(=O)Nc2ccc3c(c2)OCCO3)n1	-0.4%	-1.2%	u	1.9%	-27.4%	10.4	-1.6%	42.1%	-3.1%	-4.4%
COc1ccc(-c2nnn(CC(=O)N(CC(=O)NC3CCCC3)c3ccccc3)n2)cc1OC	-0.2%	-5.2%	-8.9%	0.7%	-1.0%	-0.2	1.5%	0.0%	7.9%	5.8%
COc1ccc(Cl)cc1NS(=O)(=O)c1cccc(C(=O)NCC(c2ccco2)N2CCCC2)c1 (stereo unspecified)	0.4%	0.7%	1.3%	-7.6%	x	6.9	-2.1%	-21.8%	-8.9%	1.1%
Cc1ccc(S(=O)(=O)C2(C(=O)NCc3ccccc3Cl)CC2)cc1	-0.6%	-0.8%	u	42.1%	28.3%	x	-0.6%	-0.5%	-26.1%	0.4%
COc1ccc(C(CNC(=O)c2ccc(C)c(S(=O)(=O)Nc3ccccc3OC)c2)N2CCCC2)cc1 (stereo unspecified)	u	u	-2.3%	5.2%	u	2.6	-7.6%	-12.5%	-37.9%	2.7%
CN(C(=O)CSc1nnc(-c2ccccc2)o1)c1c(N)n(Cc2ccccc2)c(=O)[nH]c1=O	0.0%	-1.6%	6.9%	-13.4%	12.5%	2.4	-1.4%	-17.6%	21.5%	-2.3%
COC(=O)c1c(NC(=O)/C=C/C(=O)O)sc(Cc2ccccc2)c1C	0.6%	0.2%	-8.9%	-2.0%	19.6%	0.9	-2.3%	-81.2%	-17.1%	0.1%[46.1 µM]
O=C(NNC(=O)c1cccc2ccccc12)c1ccc(F)cc1	x	x	x	x	x	x	0.9%	32.7%	23.3%	6.9%
O=C(NCc1ccc2c(c1)OCO2)C(=O)NC1CCCCC1	0.1%	6.5%	-1.0%	-0.2%	15.4%	0.3	-1.7%	0.0%	-7.6%	-9.5%
CCCCC(=O)Nc1nc(-c2ccc(S(=O)(=O)N3CCOCC3)cc2)cs1	0.0%	-16.4%	u	6.9%	15.3%	15.6	-2.5%	-56.4%	19.2%	0.5%
CC(CNC(=O)CCn1ccc2cc(S(=O)(=O)N3CCCC3)ccc21)c1ccccc1 (stereo unspecified)	-0.3%	-10.9%	-19.5%	-1.9%	-4.1%	0.1	0.8%	0.0%	18.2%	4.3%
O=C(O)CCN1C(=O)NC2(CCCC2)C1=O	-1.1%	4.1%	3.6%	3.3%	10.6%	-2.3	-2.3%	1.3%	-3.9%	-3.5%
CC(=O)N(C)Cc1ccc(C(=O)CCl)cc1	5.4%	-13.1%	u	-7.4%	-1.0%	-6.1	-3.0%	1.0%	-62.9%[inhibitor]	1.9%
CC1CC(C)CN(C(=O)CCNC(=O)c2ccccc2Cl)C1 (stereo unspecified)	0.0%	-14.3%	u	-1.9%	2.2%	3.4	-0.4%	19.9%	-1.7%	1.4%
O=[N+]([O-])c1ccccc1S(=O)(=O)N1CCCc2ccccc21	-0.9%	25.1%	1.4%	5.9%	2.2%	5.7	1.0%	1.4%	-49.5%[inhibitor]	-53.3%
Continued:
SMILES	B2AR arrestin	p53 reactivator	ELG1 DNA repair	AT treatment	CXXC DNA block	TRPV1 agonist	TSG101-PTAP inh	BRCA1 expr up	Integrin act MD	TCR act
O=C(c1ccc(S(=O)(=O)c2ccccc2Cl)c([N+](=O)[O-])c1)N1CCN(Cc2ccccc2)CC1	-0.7%	2.9%	23.1µM*	-0.1%	-12.7%	2.3	1.0%	-94.2%[inhibitor]	-10.9%	4.0%
O=C1CC(c2ccc3ccccc3c2)NN1 (stereo unspecified)	0.3%	2.3%	-1.6%	-1.4%	x	-3.8	-5.5%	6.3%	12.6%	-4.0%
O=C(C1=C(O)C(=O)N(CCN2CCOCC2)C1c1cccc(O)c1)c1cc2ccccc2o1 (stereo unspecified)	0.0%	x	-0.9%	-4.5%	-15.1%	2.1	-1.9%	-10.9%	-0.8%	2.4%
CCCN(CCO)Cc1ccc(F)c(Br)c1	-0.4%	10.2%	-5.0%	-2.9%	-1.4%	4.7	-1.6%	-0.1%	-29.2%	1.2%
CC1Sc2ccc(C(=O)NCc3ccccc3Cl)cc2NC1=O (stereo unspecified)	0.4%	0.1%	u	14.7%	x	x	-3.4%	-1.5%	-6.2%	x
CC(=O)Nc1nc(CCN2C(=O)c3ccccc3C2=O)cs1	-0.3%	1.2%	6.8%	1.5%	11.2%	1.0	-0.5%	4.8%	6.3%	0.2%
CC(C#Cc1ccc2c(c1)COc1c3ccccc3nn1-2)OC(C)(C)C (stereo unspecified)	0.5%	u	u	-2.5%	x	u	-6.1%	113.5%	-10.2%	8.6%
O=C(NCc1cccs1)C1CC(O)CN1C(=O)Nc1ccccc1 (stereo unspecified)	-0.2%	-1.7%	8.9%	-7.6%	-7.4%	0.2	-4.4%	0.4%	2.6%	-0.4%
COc1ccc(OC)c(N=CC2=C(O)CC(C)(C)CC2=O)c1	-0.1%	1.4%	-12.9%	-1.4%	-1.3%	-1.7	-0.9%	-5.6%	-5.0%	-1.1%
CCN(C(=O)COC(=O)C1CCN(S(=O)(=O)c2ccc3c(c2)OCCO3)CC1)C1CCCCC1	0.4%	-9.1%	-12.0%	5.9%	x	6.7	-0.4%	24.7%	-16.5%	3.0%
Cc1ccc(CNC(=O)C(CCC(N)=O)NC(=O)OCc2ccccc2)cc1 (stereo unspecified)	-0.5%	-4.1%	6.3%	5.5%	-3.2%	-3.1	-0.3%	-15.2%	-2.2%	1.3%[46.1 µM]
c1ccc(-c2cn(C[C@H]3CC[C@@H]([C@@H]4CC[C@H](Cn5cc(-c6ccccc6)nn5)O4)O3)nn2)cc1	0.2%	x	-1.6%	-8.6%	6.5%	2.2	0.3%	2.4%	5.1%	-5.9%
CC(=O)N(CCc1ccccc1)Cc1cc2ccc(C)c(C)c2[nH]c1=O	0.5%	-2.2%	u	-2.8%	-0.9%	u	0.9%	-20.1%	17.7%	1.9%
O=C(Cc1ccc([N+](=O)[O-])cc1)NCc1ccncc1	-0.1%	22.1%	2.5%	2.7%	-1.2%	1.8	-3.3%	-3.0%	10.4%	2.0%
COc1ccc(-c2csc(/C=C/c3ccc4c(c3)OCO4)n2)cc1OC	-0.1%	24.3%	u	5.1%	9.9%	18.6	-0.2%	-19.1%	-11.3%	4.7%[46.1 µM]
